B2AR arrestin = qHTS assay of beta-arrestin-biased ligands of beta2-adrenergic receptor. beta-arrestin recruitment to beta2AR, cell-based reporter. Beta-2 adrenergic receptor (Homo sapiens), P07550. 0.02% of 330,000 active. Potency, µM (doses to about 46.1 µM), inactives show at the highest dose activation, actives largely listed as activators;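 also: potency is read from the fitted curve at half-maximal effect; 0% = DMSO controls and full agonism = EC100 isoproterenol or metaproterenol; nearly all actives have a fitted effect of over 65% in size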
Target sequence (P07550 whole entry, looked up): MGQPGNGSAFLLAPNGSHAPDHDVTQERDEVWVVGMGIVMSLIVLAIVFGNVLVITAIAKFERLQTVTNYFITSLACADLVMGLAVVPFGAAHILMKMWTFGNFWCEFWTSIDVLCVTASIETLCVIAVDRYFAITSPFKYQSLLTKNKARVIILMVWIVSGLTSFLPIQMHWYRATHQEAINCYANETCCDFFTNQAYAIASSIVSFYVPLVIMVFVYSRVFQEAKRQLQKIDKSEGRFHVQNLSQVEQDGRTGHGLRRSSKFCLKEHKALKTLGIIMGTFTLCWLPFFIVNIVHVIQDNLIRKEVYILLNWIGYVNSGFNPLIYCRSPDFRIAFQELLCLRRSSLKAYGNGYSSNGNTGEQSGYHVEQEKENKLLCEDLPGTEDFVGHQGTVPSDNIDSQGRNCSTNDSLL
Giardia killer = Small Molecules that selectively kill Giardia lamblia: qHTS. activity change, % at 7.66 µM, hits read low. 0.15% of 340,000 active. Giardia lamblia trophozoite viability; in the data active = activity change below about -80%; inconclusive = between about -30% and that limit;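 also: parasites exposed to compound for two days anaerobically before the ATP read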
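Killing of trophozoites was scored by loss of ATP luminescence after a 48 hrs anaerobic exposure to compounds at 37 deg C, using 100 cells per well.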
uPA generation = qHTS for Inhibitors of Cell Surface uPA Generation; cell surface uPA generation assay, qHTS; Potency, µM (series often up to 38.3 µM), inactives show top-dose activity change, negative = inhibition, actives largely listed as inhibitors; 0.31% of 330,000 active; AID 540303, 2011; active = well fitted inhibition curve with a large enough effect; inconclusive = small, poorly fitted or top-dose-only effect; inactive = no such curve, though single readings can be large or run the other way; tested in mouse RAW 264.7 cells; also: potency is read from the fitted curve at half-maximal effect; nearly all actives have a fitted effect of over 55% in size
USP2a inh = qHTS Assay for Inhibitors of Ubiquitin-specific Protease USP2a Using CHOP2 as the Reporter; Ubiquitin carboxyl-terminal hydrolase 2 (Homo sapiens), O75604; USP2 core, Ub-CHOP2 coupled fluorogenic reporter, 485/531; 0.01% of 330,000 active; Potency, µM (top dose mostly 38.3 µM), for the others: top-dose activity change, negative = inhibition, actives largely listed as inhibitors;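 also: potency is read from the fitted curve at half-maximal effect; plate controls were DMSO wells for no effect and full inhibition by NEM control for full effect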
Target sequence (O75604 whole entry, looked up): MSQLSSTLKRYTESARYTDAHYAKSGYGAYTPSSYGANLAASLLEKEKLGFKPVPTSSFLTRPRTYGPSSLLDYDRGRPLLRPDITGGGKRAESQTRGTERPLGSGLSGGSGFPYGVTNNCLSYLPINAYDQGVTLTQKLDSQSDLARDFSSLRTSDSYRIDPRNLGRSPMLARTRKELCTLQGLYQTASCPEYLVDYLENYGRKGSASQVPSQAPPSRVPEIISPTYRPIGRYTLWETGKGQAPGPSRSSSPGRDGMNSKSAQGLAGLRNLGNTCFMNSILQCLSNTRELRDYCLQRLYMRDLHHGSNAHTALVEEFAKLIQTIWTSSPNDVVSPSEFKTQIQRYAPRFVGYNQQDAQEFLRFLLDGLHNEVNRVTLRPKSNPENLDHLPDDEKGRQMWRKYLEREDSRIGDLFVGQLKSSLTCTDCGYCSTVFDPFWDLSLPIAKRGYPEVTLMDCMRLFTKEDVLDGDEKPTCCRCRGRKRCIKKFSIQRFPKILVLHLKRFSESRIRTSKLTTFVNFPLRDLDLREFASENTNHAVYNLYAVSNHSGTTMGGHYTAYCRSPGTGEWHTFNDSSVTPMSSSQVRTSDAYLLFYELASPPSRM
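USP2 core (10nM final) preincubated 30min RT with compound in 20mM Tris-HCl pH 8.0, 2mM CaCl2, 2mM beta-mercaptoethanol, 0.05% CHAPS; 25nM Ub-CHOP2 plus 25nM reporter substrate added, fluorescence (Ex485/Em531) read after 60min.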
Eya2 inh = qHTS Assay for Inhibitors of the Phosphatase Activity of Eya2. Protein phosphatase EYA2 (Homo sapiens), O00167. Potency, µM (highest dose often 76.9 µM), for inactives: top-dose activity, negative = inhibition, most hits filed as inhibitors. recombinant Eya2, OMFP fluorescence dephosphorylation (OMFP is methylfluorescein phosphate). 0.006% of 330,000 active; also: potency is read from the fitted curve at half-maximal effect
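Eya2 protein (added as 0.2 uM solution) was preincubated with compound for 10 min at ambient temperature in 50 mM HEPES pH 7.5, 50 mM NaCl, 5 uM MgCl2, 0.05% BSA, 1 mM DTT. OMFP (added at 50 uM) then reacted 10 min; fluorescence read at 485/525 nm.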
Chronic BCR inh = qHTS Assay to Find Inhibitors of Chronic Active B-Cell Receptor Signaling; ABC-DLBCL IkBa-CBG/CBR reporter, luminescence ratio, 4 h; Potency, µM (top dose mostly 46.1 µM), without a hit: top-dose ratio change, negative = lower green/red ratio, most hits filed as inhibitors; 0.05% of 340,000 active; AID 493014, 2011; active = well fitted inhibition curve with a large enough effect in the signal ratio, with a control signal flat, not every such curve was filed as active; inconclusive = small, poorly fitted or top-dose-only effect, or effect the other way, or a change in a side signal; the % refers to the signal ratio;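 also: potency is read from the fitted curve at half-maximal effect; plate controls were basal doxycycline-induced cells for no effect and cells given 10 µM MG132 for full effect; MG132 reads +100%, hits lower the ratio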
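TMD8 ABC-DLBCL cells carrying doxycycline-inducible green luciferase fused to IkappaBalpha plus unfused red luciferase were exposed to compounds (up to 46 uM) for 4 hrs at 37C. Activity came from the overlap-corrected green/red luminescence ratio.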
hERG WT inh = qHTS for Inhibitors of KCHN2 3.1: Wildtype qHTS; U2OS, BacMam KCNH2, thallium flux FluxOr; hits give low values; activity change, % at 1.84 µM; 0.37% of 340,000 active;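 active = maximum activity change below -70%; inconclusive = maximum activity change between -70% and -50%; inactive = maximum activity change above -50%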
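U2OS cells transduced with wild-type KCNH2 virus are loaded with FluxOr dye for 45 min, and thallium flux is measured in kinetic reads before and after stimulation buffer. Rate constants are normalized to DMSO controls.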
PKM2 act = qHTS Assay for Activators of Human Muscle isoform 2 Pyruvate Kinase; 0.34% of 260,000 active; Potency, µM (titrated, usually from 57.5 µM), for the others: top-dose activation, usual class: activators; Pyruvate kinase PKM (Homo sapiens), P14618; purified PKM2, Kinase-Glo ATP luminescence, activation; response scale: 0% is enzyme alone, no compound; also: potency is read from the fitted curve at half-maximal effect; nearly all actives have a fitted effect of over 55% in size
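Purified hPK-M2 (>95%) run at intermediate activity with 0.1 mM ADP and 0.5 mM PEP in 50 mM imidazole pH 7.2, KCl, MgCl2; 1 h room temperature. ATP formed read by Kinase-Glo luminescence; normalized to uninhibited and no-enzyme controls.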
FBPA coupling cs = qHTS Assay for Inhibitors of Fructose-1,6-bisphosphate Aldolase from Giardia Lamblia: Coupling assay counterscreen | coupling enzyme system counterscreen, AmpLite Red fluorescence | activity change, negative = inhibition, % at 58.2 µM, hits read low | 0.67% of 290,000 active; in the data active = activity change below about -30%
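Final compound at 57.5 uM, incubated 10 min at RT with coupling enzyme reagent (glyceraldehyde-3-phosphate), then 20 min with substrate and AmpLite Red detection. Fluorescence read at 525/598 nm; tests interference with the coupling assay, not aldolase inhibition.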
GALK inhibitor = qHTS Assay for Inhibitors of Human Galactokinase (GALK); Purified GALK, Kinase-Glo residual ATP luminescence; 0.007% of 270,000 active; P51570; Potency, µM (doses to about 57.5 µM), for inactives: at the top dose activity change, negative = inhibition, actives largely listed as inhibitors; also: potency is read from the fitted curve at half-maximal effect
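ATP-depletion format; final 35 uM ATP, 100 uM D-galactose, 5 nM enzyme; pH 8.0 HEPES/Mg2+ buffer; 60 min RT; luminescence read 10 min after detection reagent.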
KCNH2 3.1 inh = qHTS for Inhibitors of KCHN2 3.1: Mutant qHTS; Potassium voltage-gated channel subfamily H member 2, brain isoform KCNH2 3.1 (human); U2OS KCNH2 3.1, thallium flux FluxOr; hits give low values; activity change, % (tested at about 1.8 µM); 0.95% of 340,000 active; AID 720553, 2013;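 active = maximum activity change below -70%; inconclusive = maximum activity change from -70% to -50%; inactive = maximum activity change above -50%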;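 also: thallium influx rate constant from kinetic fluorescence after stimulation buffer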
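Kinetic fluorescence (2 min after stimulation buffer) measures Tl+ influx through KCNH2 3.1 expressed by viral transduction in U2OS cells; the rate constant is normalized against DMSO controls serving as positive and negative references.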
An asterisk follows results filed as active; ? = inconclusive; / = no result given; [ ] = dose if it differs, or a comment. Unless noted, calls follow the shape of the dose curve; as a rule, active = well fitted curve in the direction sought with a large enough effect; inconclusive = small, poorly fitted or top-dose-only effect, or another doubt; inactive = no such curve, though single readings can be large; an effect the other way counts as inactive or inconclusive. Unless noted, % is scaled to controls: 0 for no effect and ±100 for the full control effect. Not a hit list; about 2.4% have a hit in one of these screens.

Results follow in this order: B2AR arrestin, Giardia killer, uPA generation, USP2a inh, Eya2 inh, Chronic BCR inh, hERG WT inh, PKM2 act, FBPA coupling cs, GALK inhibitor, KCNH2 3.1 inh
(1) COCCn1c(SCC(=O)Nc2ccc3c(c2)OCCO3)nc2c(c1=O)SC(C)C2 (configuration not stated)
 : -0.2%, 0, 17%, 2%, 1%, ?, 6, 6%, 1, 0%, 4
(2) CCOC(=O)c1c(C)[nH]c(C(=O)COC(=O)c2cccnc2Cl)c1C
 : -0.1%, 22, -18%, 7%, -25%, ?, 8, /, /, /, 32
(3) COc1ccc(-n2ncc3c(=O)n(CC(=O)N4c5ccccc5CC4C)cnc32)cc1 (configuration not stated)
 : -0.1%, 20, 1%, 0%, 1%, -1%, 4, 0%, 0, 0%, 1
(4) CCN1C(=O)c2cccc3c(S(=O)(=O)N(C(=O)c4ccncc4)c4ccc(OC)cc4)ccc1c23
 : 0.4%, -13, -16%, 4%, 7%, -11%, 4, 12%, -19, -6%, 6
(5) Cc1ccc(C)c(NC(=O)COC(=O)c2ccc3c(c2)OCO3)c1
 : -0.1%, 14, 2%, -5%, 4%, 4%, -11, -3%, -5, 12%, -7
(6) Brc1cc2ccccc2[n+](Cc2ccccc2)c1
 : 0.0%, -6, ?, 0%, 9%, -3%, -5, /, /, /, -41
(7) Cc1cccc(NC(=O)CN(C)S(=O)(=O)c2cccc3cccnc23)c1
 : -0.5%, -17, 3%, -2%, -2%, -3%, -1, -12%, 1, 0%, 21
(8) O=S(=O)(N[C@H](CO)c1ccccc1)c1ccc(Br)cc1F
 : -0.9%, -5, -6%, 1%, 7%, 0%, -2, /, /, /, -7
(9) O=C(/C=C/c1ccc(Cl)c([N+](=O)[O-])c1)Nc1ccc(NC(=O)c2ccco2)cc1
 : -0.7%, -7, 2%, 2%, 2%, 0%, -36, 0%, 5, 0%, -119*
(10) Fc1ccc(-c2cc(-c3cccs3)cc(-c3ccccc3)n2)cc1
 : -0.5%, 14, 1%, 2%, -1%, -2%, -5, -4%, 1, 6%, 10
(11) Cc1cc(C)nc(N/N=C/c2ccc([N+](=O)[O-])o2)n1
 : 4.6%, ?, -12%, 2%, 5%, 4%, -1, /, -7, -1%, 3
(12) CS(=O)(=O)Nc1ccccc1C(=O)NCCSc1ccc(Cl)cc1
 : -0.9%, 10, -2%, 0%, 8%, 0%, -2, -16%, 2, -4%, -44
(13) Nc1cccc(C(=O)Nc2cccc3ncccc23)c1
 : -3.4%, 3, -24%, 2%, -6%, -1%, 7, 1%, 0, 4%, 2
(14) O=c1cc(CSc2nnc(COc3ccc(Cl)cc3)o2)c2ccccc2[nH]1
 : -1.6%, 11, -2%, -1%, -26%, 6%, -4, 1%, -2, 1%, -21
(15) O=C(O)/C=C/c1ccc2ccccc2n1
 : 0.0%, -10, -17%, 4%, 7%, ?, 6, 0%, 1, -3%, -6
(16) N#Cc1ccsc1NC(=O)c1cccc([N+](=O)[O-])c1
 : 0.5%, -1, 3%, -5%, -3%, 15%, -2, -5%, -2, -2%, -4
(17) CCN(C(=O)Cn1nnc(-c2ccccc2)n1)C1CCS(=O)(=O)C1 (configuration not stated)
 : 0.0%, 8, -1%, -1%, 25%, ?, 2, /, /, /, 5
(18) CCOc1ccc(S(=O)(=O)N2CCCC(C(=O)NCc3cccnc3)C2)cc1C (configuration not stated)
 : -0.7%, -14, -8%, 0%, 0%, 5%, -4, 22%, 0, 2%, 2
(19) Cc1ccc(-n2c(O)cnc2Nc2nc(C)cc(C)n2)cc1
 : 0.3%, 2, -3%, 2%, ?, 7%, 1, -5%, 4, -1%, -3
(20) O=C(Nc1nc(-c2cccs2)cs1)C1=COCCO1
 : 0.0%, 8, -4%, 2%, -3%, ?, 0, -3%, -5, -4%, 15
(21) Cc1ccc(NC(=S)N(CCCN2CCOCC2)Cc2cccnc2)cc1C
 : 0.1%, -1, -5%, 4%, 2%, -4%, 4, 1%, -5, 14%, 18
(22) COc1cc2c(cc1NS(=O)(=O)N1CCCCC1)oc1ccccc12
 : -0.2%, -10, /, 1%, -12%, ?, 11, -8%, -4, -1%, 14
(23) O=C1NC2(CCCCC2)C(=O)N1CCN1C(=O)c2ccccc2C1=O
 : 0.0%, 2, 9%, 4%, 12%, 5%, -12, 0%, 0, -1%, 5
(24) Cc1oc2cc3oc(=O)c(CCC(=O)N[C@H](C(=O)O)C(C)C)c(C)c3cc2c1C
 : -0.5%, -12, 0%, -4%, -1%, 2%, -7, /, -3, /, 11
(25) Cc1cc(C(=O)CSc2nnc(-c3cccnc3)n2-c2ccccc2F)c(C)n1CC1CCCO1 (configuration not stated)
 : -1.0%, 9, 3%, 5%, 10%, ?, -6, -1%, 7, 1%, -17
(26) O=C(Cn1cc(S(=O)(=O)Cc2ccccc2)c2ccccc21)N1CCOCC1
 : -0.1%, -8, 3%, -2%, 6%, 1%, -9, 0%, /, 5%, -7
(27) O=C(CN1C(=O)NC2(CCCCCCC2)C1=O)Nc1ccc(Br)cc1Br
 : -0.6%, -7, -14%, -8%, 1%, -1%, 11, /, /, /, -4
(28) CC(=O)n1ccnc1
 : -0.1%, 4, 8%, 3%, 12%, 9%, -7, -1%, 3, /, 11
(29) O=C(NCC1CCN(Cc2ccccc2F)CC1)C1CCCN(c2ncnc3c2nc2n3CCCCC2)C1 (configuration not stated)
 : 1.0%, 17, -10%, 0%, -2%, -6%, -6, -5%[0.46 µM], 0, 7%, -3
(30) Cc1cccc(-c2nnc3n2N=C(c2ccccc2)CS3)c1
 : 0.2%, -1, -11%, 4%, 20%[15.4 µM], -17%, -2, -2%, -1, 2%, -9
(31) Cc1cc2c(c(=O)n1CCc1ccccc1)C(C(C)C)C(C#N)=C(N)O2 (configuration not stated)
 : -0.1%, 8, 3%, -3%, 5%, 7%, 1, 14%, -1, 1%, 3
(32) COCCSc1ccccc1C(=O)Nc1ccncc1
 : -0.2%, 11, 5%, -6%, 13%, -20%, -7, 1%, 2, -1%, 4
(33) CCOC(=O)c1cnn(-c2ccccc2)c1-n1cccc1C(=O)C(=O)Nc1ccc(F)cc1
 : -1.0%, 0, 8%, -8%, 2%, ?, 0, 5%, -2, -1%, -10
(34) COc1ccc(C(=O)NN2C(=O)C3CCC(C)(C2=O)C3(C)C)cc1 (configuration not stated)
 : -0.6%, -10, 6%, 0%, -1%, 1%, -27, -3%, 2, 2%, 1
(35) COc1ccc(S(=O)(=O)N2CCc3ccccc32)cc1C(=O)NCCc1ccccn1
 : -0.9%, 4, 0%, 1%, 16%, 0%, 5, -2%, -1, 8%, -2
(36) CC(=O)Nc1ccc(NC2=C(Cl)C(=O)c3ccccc3C2=O)cc1
 : -0.9%, 3, -6%, 0%, 8%, -1%, -48, -2%, -1, -2%, -29
(37) CCOCC(=O)Nc1cc(-c2cn3cccnc3n2)ccc1C
 : -0.5%, 5, /, 1%, 9%, 1%, -4, -4%, 1, 3%, -14
(38) O=C(O)Cc1csc(NC(=O)CSc2cccc(C(=O)O)n2)n1
 : -1.1%, -1, -2%, 2%, -2%, 2%, 2, -5%, 4, 3%, 31
(39) CCn1c(CCc2nc3ccccc3[nH]2)n[nH]c1=S
 : -0.1%, -3, 0%, 3%, -7%, 11%, -21, -6%, 9, 0%, -8
(40) Cc1cc(C(=O)CSc2n[nH]c(N)n2)c(C)n1-c1ccc(F)cc1
 : -0.8%, 13, /, 3%, 5%, -1%, 8, 4%, 1, 2%, 31
(41) O=C(NCc1ccccn1)c1coc(=O)c(Br)c1
 : 1.1%, -1, -3%, 1%, 3%, ?, -3, 8%, 2, 0%, -13
(42) COc1ccc(OC)c(Nc2nc(-c3sc(NC(=O)c4ccccc4)nc3C)cs2)c1
 : -0.7%, /, /, 1%, -3%, ?, /, 1%, 1, 0%, /
